GLP-1R inv ag: GLP-1 receptor (human) inverse agonism; P43220; HEK293 GLP-1R CRE-luciferase, luminescence, 24 h; GLP-1R form is constitutively active; Potency, µM (doses to about 38.3 µM), for inactives: top-dose activity change, negative = inhibition, actives largely listed as inhibitors; 410,000 tested, 1.6% active; also: potency is read from the fitted curve at half-maximal effect; % is scaled to controls: 0 for no effect and ±100 for the full control effect; nearly all actives have a fitted effect of over 55% in size
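HEK293 cells stably co-expressing a cAMP-responsive luciferase reporter and constitutively active GLP-1R were seeded, incubated 12 h, then exposed to compounds for 24 h at 37 C. Luminescence was read 12 min after detection reagent; inverse agonists lower signal.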
PTHR1 agonist: PTHR1 (human) receptor agonism | Q03431 | HEK293 GP2 PTHR1 cells, GloSensor cAMP luminescence, 1 h | Potency, µM (series often up to 115 µM), for inactives: at the highest dose activation, usual class: activators | 410,000 tested, 0.075% active; also: potency is read from the fitted curve at half-maximal effect; nearly all actives have a fitted effect of over 55% in size; some results filed as inactive show a strong effect at the top dose; inactives centre near -15; many of its hits are not listed in these tables
Target sequence (Q03431 whole entry, looked up): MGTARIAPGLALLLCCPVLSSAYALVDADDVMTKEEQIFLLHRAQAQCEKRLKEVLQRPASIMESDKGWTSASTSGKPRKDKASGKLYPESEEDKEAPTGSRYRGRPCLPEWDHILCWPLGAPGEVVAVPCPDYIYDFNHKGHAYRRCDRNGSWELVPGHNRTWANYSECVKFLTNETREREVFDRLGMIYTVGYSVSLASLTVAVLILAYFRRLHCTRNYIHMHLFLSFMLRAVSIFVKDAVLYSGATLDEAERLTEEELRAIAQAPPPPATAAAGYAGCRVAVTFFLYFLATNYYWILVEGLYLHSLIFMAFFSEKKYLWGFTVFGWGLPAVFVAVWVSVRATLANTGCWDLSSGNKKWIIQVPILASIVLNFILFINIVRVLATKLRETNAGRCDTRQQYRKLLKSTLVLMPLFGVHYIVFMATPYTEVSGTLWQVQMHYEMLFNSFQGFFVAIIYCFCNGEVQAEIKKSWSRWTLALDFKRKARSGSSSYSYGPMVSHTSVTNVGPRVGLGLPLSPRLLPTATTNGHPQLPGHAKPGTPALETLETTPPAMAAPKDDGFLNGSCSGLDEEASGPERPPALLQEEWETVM
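HEK-293-derived GP2 cells expressing PTHR1 and a GloSensor cAMP reporter, 3,000/well, plated overnight, given luciferin plus IBMX (each 0.5 mM as added) for 1 h at 37 °C, then compound for 1 h at 37 °C. Luminescence was read after 15 min at room temperature.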
aSyn rescue: rescues yeast growth from alpha-synuclein toxicity. Yeast expressing alpha-synuclein, growth rescue, BacTiter-Glo, 24 h. Potency, µM (top dose mostly 46.1 µM), for the others: at the highest dose growth rescue (activation), usual class: activators. 370,000 tested, 0.14% active. AID 652106; also: potency is read from the fitted curve at half-maximal effect; % of control where 0% means no effect; nearly all actives have a fitted effect of over 65% in size
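Readout is rescue of growth in alpha-synuclein-expressing yeast, so inhibitors of toxicity appear as activators. Growth after 24 hr at 30 deg C in galactose medium is quantified by luminescence.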
GLP-1R agonist: activates the human GLP-1 receptor | HEK293 GLP-1R CRE-luciferase, luminescence, 4-6 h; cells express a hypersensitive GLP-1R form | Potency, µM (doses to about 45.6 µM), without a hit: at the highest dose activation, usual class: activators | 380,000 tested, 0.007% active | AID 624172 | P43220; also: potency is read from the fitted curve at half-maximal effect; % of control where 0% means no effect
D3 antag: antagonists of human D3 dopamine receptor; AID 652054; D3R cells, DiscoveRx beta-arrestin luminescence, antagonist mode; hits give low values; P35462; max response, negative = inhibition, %; 360,000 tested, 2.5% active; in the data active = max response below about -50%; inconclusive = no clear call, values can overlap the other calls; also: % is scaled to controls: 0 for no effect and ±100 for the full control effect; mostly tested at two doses, the higher about 12 µM
Target sequence (P35462 whole entry, looked up): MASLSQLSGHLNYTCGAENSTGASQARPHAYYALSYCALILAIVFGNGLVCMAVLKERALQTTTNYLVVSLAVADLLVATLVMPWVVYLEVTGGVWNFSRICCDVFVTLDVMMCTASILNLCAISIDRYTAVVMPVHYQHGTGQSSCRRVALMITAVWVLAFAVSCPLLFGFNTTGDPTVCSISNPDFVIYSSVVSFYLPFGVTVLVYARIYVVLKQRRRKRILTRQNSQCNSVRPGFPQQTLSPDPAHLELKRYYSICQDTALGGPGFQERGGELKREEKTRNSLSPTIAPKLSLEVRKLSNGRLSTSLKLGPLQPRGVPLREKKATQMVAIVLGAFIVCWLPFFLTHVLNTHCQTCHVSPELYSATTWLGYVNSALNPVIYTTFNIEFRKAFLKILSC
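Cells expressing the human receptor were seeded at 1500 cells/well, incubated overnight at 37 degrees C in 5% CO2, then exposed to library compounds with dopamine controls for 90 minutes at 37 degrees C before luminescent detection.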
Abeta rescue: restores growth of yeast expressing A-beta42 peptide; yeast expressing A-beta42, growth rescue, OD600, 48 h; response scale: 0% DMSO, 100% iron-clioquinol control; Potency, µM (titrated, usually from 46.1 µM), without a hit: top-dose growth rescue, usual class: activators; 410,000 tested, 0.063% active; also: potency is read from the fitted curve at half-maximal effect; nearly all actives have a fitted effect of over 55% in size
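Growth rescue measured by 600 nm absorbance after 48 h yeast culture at 30 C with compound. Values normalized between DMSO and an equimolar ferric chloride plus clioquinol control.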
TDP-43 yeast inh: TDP-43 toxicity inhibition in yeast | TDP-43 expressing yeast growth rescue, BacTiter-Glo, 24 h | Potency, µM (titrated, usually from 46.1 µM), for inactives: top-dose growth rescue (activation), hits mostly activators | 410,000 tested, 1.8% active | AID 652104; also: potency is read from the fitted curve at half-maximal effect; % of control where 0% means no effect; nearly all actives have a fitted effect of over 50% in size
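Readout is BacTiter-Glo luminescence of cell growth, so inhibitors register as activators. TDP-43-expressing yeast at OD600=0.02 in galactose medium, after raffinose pregrowth to mid-log, were incubated with compound for 24 hr at 30 deg C.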
Akt phos inh: blocks phosphorylation of Akt. Neuro2A IGF-stimulated pAkt S473 HTRF, 20 min; hits give low values. activity change, % for hits at 50 µM. 360,000 tested, 0.32% active; in the data active = activity change below about -80%; inconclusive = mostly about -51% to -80%; also: % is scaled to controls: 0 for no effect and ±100 for the full control effect
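Neuro2A cells (4,500/well, DMEM with 0.5% FBS) were treated with compound at a single 50 µM final concentration, stimulated with 6 nM IGF for 20 min at 37 °C, and lysed. Phospho-Akt Ser473 was read by HTRF as 665/615 ratio ×10^4.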
FUS yeast rescue: FUS proteinopathy suppression in yeast. Potency, µM (highest dose often 76.6 µM), without a hit: at the top dose growth rescue (activation), usual class: activators. S. cerevisiae FUS-expressing, growth rescue, OD600, 24 h. 390,000 tested, 0.24% active;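 also: potency is read from the fitted curve at half-maximal effect; plate controls were DMSO vehicle for no effect and reference control for full effect; nearly all actives have a fitted effect of over 55% in size; some results filed as inactive show a strong effect at the top dose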
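Yeast FUS proteinopathy model; galactose-induced FUS (2%), starting OD 0.005. Cpds in dilution series, 24hr, 30C, 99% humidity. Abs 600 nm growth. Pos ctrl CP55940 (top 92uM final); neg ctrl DMSO.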
Starred values were filed as active, the others as inactive; i = inactive; u = inconclusive; x = no result given; & = joins results of further samples; [ ] = dose if it differs, or a comment. Unless noted, calls follow the shape of the dose curve; as a rule, active = well fitted curve in the direction sought with a large enough effect; inconclusive = small, poorly fitted or top-dose-only effect, or another doubt; inactive = no such curve, though single readings can be large; an effect the other way counts as inactive or inconclusive. This is a subset, so the mix of outcomes need not match the whole.

SMILES	GLP-1R inv ag	PTHR1 agonist	aSyn rescue	GLP-1R agonist	D3 antag	Abeta rescue	TDP-43 yeast inh	Akt phos inh	FUS yeast rescue
Cc1csc(NC(=O)c2ccc(Cl)cc2[N+](=O)[O-])n1	-51%	-5%	9%	5%	1	-5%	u	i	11%
CCCNC(=O)NC(=O)COC(=O)CC(NC(N)=O)c1ccc(Cl)cc1 (configuration not stated)	4%	-2%	-12%	-5%	-8	-1%	-7%	i	-21%
CCn1nnc2cc(C(=O)Nc3ccc(C(=O)OC(C)C)cc3)ccc21	u	-9%	9%	1%	-1	42%	11µM*	i	17%
CS(=O)(=O)/C(C#N)=C/c1c(-c2ccccc2)nc2n1CCS2	14%	-7%	-3%	1%	-7	-7%	-8%	i	5%
O=C(/C=C/Nc1ccc(OC(F)(F)F)cc1)C(F)(F)F	7%	-1%[57.5 µM]	0%	-7%	-11	2%	11%	-127%*	-3%
Cc1cc(=O)[nH]c(SCC(=O)NC2CCCCC2)n1	11%	i	2%	10%	-17	6%	-6%	i	11%
COc1ccc(-c2nnc3sc(COc4ccccc4)nn23)cc1	-3%	i	7%	27%	15	3%	2.8µM*	i	2%
Cc1ccc(C(=O)Nc2nc(-c3ccc(F)cc3)cs2)o1	-16%	-41%[inhibitor]	-29%	5%	15	-31%[inhibitor]	17%	i	1%
COc1c(Cl)cnn(-c2ccc(Cl)c(Cl)c2)c1=O	-19%	-10%	1%	9%	u	3%	1%	i	-12%
O=C(COC(=O)c1ccc(Br)o1)Nc1nc2c(F)c(F)c(F)cc2s1	37%[activator]	2%	3%	-5%	8	15%	-14%	i	8%
CCOC(=O)CNC(=O)c1ccc2c(c1)OCCO2	7%	-4%	-1%	-10%	-1	20%	-7%	i	-16%
CCCOc1cccc(-c2cc(C(=O)N/N=C/c3cccnc3)c3ccccc3n2)c1	-27%	-42%[inhibitor]	0%	-5%	9	3%	-4%	i	u

Entries above marked active in Akt phos inh.
SMILES | PTHR1 agonist | GLP-1R agonist | Akt phos inh | FUS yeast rescue
O=C(/C=C/Nc1ccc(OC(F)(F)F)cc1)C(F)(F)F | -1%[57.5 µM] | -7% | -127%* | -3%

(continued)
SMILES	GLP-1R inv ag	PTHR1 agonist	aSyn rescue	GLP-1R agonist	D3 antag	Abeta rescue	TDP-43 yeast inh	Akt phos inh	FUS yeast rescue
Cc1ccc(CNC(=O)COC(=O)COc2ccc(C#N)cc2)cc1	1%	u	-2%	0%	-28	20%	5%	i	-24%
CC(C)N(Cc1ccccc1)C(=O)COC(=O)C1CCN(c2ccc(C(F)(F)F)cn2)CC1	u	-32%[inhibitor]	-2%	-3%	1	21%	-12%	i	33%
C=C(C)Cn1c(SCC(=O)Nc2cc(C)ccc2C)nc2sc3c(c2c1=O)CCCC3	2%	i	x	x	x	-6%	-2%	x	-10%
O=C(NCc1cccc(Cl)c1)C1CCC(=O)N(CC2CCCCC2)C1 (configuration not stated)	u	-15%	-2%	10%	7	-6%	-17%	i	x
Nc1ccc(N2CCCCC2)c2nonc12	93%[activator]	-14%	0%	-5%	u	-6%	10%	i	-6%
CCOc1ccc(/C(C)=N\NC(=O)Cc2ccccc2)cc1	7%	-15%	2%	10%	7	4%	10%	i	-20%
O=C(COc1ccc(-n2cnnn2)cc1)Nc1ccccc1Cl	10%	i	-3%	5%	7	-1%	3%	i	26%
Cc1ccsc1C(=O)OCC(=O)NCCNC(=O)COC(=O)c1sccc1C	9%	i	2%	1%	-7	8%	3%	i	-13%
CC1CN(C(=O)CSc2nnc(-c3ccncc3)n2-c2ccccc2)CC(C)O1 (configuration not stated)	-5%	-2%[57.5 µM]	-4%	0%	16	-4%	-3%	i	-7%
CCN1CCc2nc(N)sc2C1	36%[activator][7.66 µM]	i	1%	0%	19	-6%	13%	i	7%
O=C(Cc1c[nH]c2ccccc12)NCC(=O)Nc1ccc(F)c(F)c1F	-18%	-12%	-2%	-3%	-2	-7%	0%	i	-14%
CC1CCCCN1S(=O)(=O)c1ccc(C(=O)Nc2nnc(-c3ccccn3)o2)cc1 (configuration not stated)	-7%	-15%	-2%	-1%	-5	1%	0%[9.22 µM]	i	17%
CCN(CC(=O)NCc1cccs1)C(=O)c1ccc(-c2cccc(C(F)(F)F)c2)o1	u	i	3%	18%	-13	9%	27%	i	u
CCSCCCn1[nH]c2ccccc2c1=O	-6%	-21%	-1%	-1%	-3	-11%	15%	i	-15%
C=CCn1c(CSCc2ccc(F)cc2)n[nH]c1=S	-29%	-19%	0%	3%	-9	u	22%	i	-21%
Cc1oc2c(CN3CCCC3)c(O)ccc2c(=O)c1-c1ccc(Cl)cc1	-33%	i	3%	-6%	-3	10%	7%	x	11%
O=C(Oc1ccc(Br)cc1C(=S)N1CCCC1)c1ccccc1F	-25%	-24%	5%	-21%	12	-7%	16µM*	i	x
CC(=O)Oc1ccc2occ(-c3ccccc3)c2c1	u	-11%	-29%	0%	-15	-63%[inhibitor]	u	i	-29%
COc1ccc(NC(=O)C2CCCC2)cc1	19%	i	-1%	-2%	-10	-4%	7%	i	-21%
COc1ccc2nc(C)cc(SCC(=O)Nc3c(C)cc(C)cc3C)c2c1	12%	-11%[57.5 µM]	-10%	-14%	12	-15%	-25%	i	8%
O=C(c1cc(Cl)cc(Cl)c1)N1CCC(=O)N(C(COCc2ccccc2)Cc2ccccc2)CC1 (configuration not stated)	u	-70%[inhibitor]	12%	-6%	13	-13%	-5%	i	u
COc1ccc(Cl)cc1NC(=S)NCCSc1ccc(C)cc1	u	-29%	-6%	-4%	-5	-9%	22µM*	i	x
CCC1CN(C(=O)N2CCC(C(=O)NCCc3ccc(OC)cc3OC)CC2)c2cc(C)ccc2O1 (configuration not stated)	-16%	-81%[inhibitor]	x	x	x	-27%	1%	x	u
Cc1cccc(CSCCNC(=O)c2ccc(CN3CCOCC3)cc2)c1	-15%	-30%	-10%	18%	-1	-1%	1%	i	4%
CCCCn1c(NCc2cccs2)nc2ccccc21	u	i	-1%	10%	2	-2%	-8%	i	-16%
COc1ccc(OC)c(NC(=O)C(=O)c2cn(CC(=O)N3CCCC3)c3ccccc23)c1	-12%	-16%	-2%	-2%	-2	6%	4%	i	x
NC(=O)N1c2ccccc2C=Cc2ccccc21	7%&-1%	i	-1%&0%&8%	9%&8%&-3%	5&-15	-2%&-27%	0%&10%	i	-20%&-32%
Cc1ccc2nc(N3CC(=O)Nc4ccccc43)nc(-c3ccccc3)c2c1	33%[activator]	-18%	0%	19%	15	-4%	-5%	i	9%
CC(C)(C)NS(=O)(=O)c1ccc2[nH]c3c(c2c1)CCCCC3	u	-9%	18%	7%	u	7%	15%	i	17%
CCOC(=O)c1cc(C#N)c(N2CCCCC2)nc1-c1ccccc1	-4%	-12%	10%	3%	29	5%	-11%	i	x
Cc1cc(C(=O)CSc2nc(N)cc(=O)[nH]2)c(C)n1CCc1ccc(Cl)cc1	0%	-33%[inhibitor][57.5 µM]	-1%	-18%	3	-14%	-7%	i	54%
CCN1CCSc2ccc(C(=O)NC(C)c3ccccc3)cc21 (configuration not stated)	u	-17%	x	x	x	0%	-2%	x	14%
O=C(CSc1nncn1-c1ccccc1)NC1CCCc2ccccc21 (configuration not stated)	-11%	i	1%	7%	4	4%	-13%	i	3%
C#CC[N+]1(CC#Cc2ccccc2)CCCCC1	6%	-20%	-1%	5%	8	-8%	1%	i	2%
Cc1ccc(S(=O)(=O)N(C)/N=C/c2ccc(C(=O)O)cc2)cc1	7%	i	18%	-6%	-4	10%	7%	i	0%
Nc1nonc1-n1nnc(C(=O)N/N=C\c2ccncc2)c1CN1CCCCC1	u	i	3%	-7%	u	-3%	14%	i	-24%
O=C(O)c1cc(S(=O)(=O)Nc2cccc3ccccc23)c(Cl)cc1Cl	-6%	-4%	0%	-1%	-4	-10%	9%	i	12%
CCOC(=O)CCCCNC(=O)Nc1ccccc1	4%	i	1%	-1%	3	5%	8%	i	-18%
COc1ccc(CNC(=O)C2CCN(S(=O)(=O)c3cccc4nsnc34)CC2)cc1	22%	i	9%	0%	0	1%	6%	x	-7%
Cn1c(=NC(=O)C(C)(C)C)sc2cccc(F)c21	u	-1%	4%	-3%	-3	6%	5%	i	-25%
O=C(Cc1cc(=O)[nH][nH]1)N/N=C/c1c(Cl)cccc1Cl	11%&2%	-19%&-39%	7%&2%	-8%&-25%	-7&-30	17%&4%	5%&1%	i	35%&36%

Single records, from the list above.
`CCN(CC(=O)NCc1cccs1)C(=O)c1ccc(-c2cccc(C(F)(F)F)c2)o1` reads GLP-1R inv ag: u; PTHR1 agonist: i; aSyn rescue: 3%; GLP-1R agonist: 18%; D3 antag: -13; Abeta rescue: 9%; TDP-43 yeast inh: 27%; Akt phos inh: i; FUS yeast rescue: u
`COc1ccc(OC)c(NC(=O)C(=O)c2cn(CC(=O)N3CCCC3)c3ccccc23)c1` reads GLP-1R inv ag: -12%; PTHR1 agonist: -16%; aSyn rescue: -2%; GLP-1R agonist: -2%; D3 antag: -2; Abeta rescue: 6%; TDP-43 yeast inh: 4%; Akt phos inh: i; FUS yeast rescue: x
`CCCOc1cccc(-c2cc(C(=O)N/N=C/c3cccnc3)c3ccccc3n2)c1` reads GLP-1R inv ag: -27%; PTHR1 agonist: -42%[inhibitor]; aSyn rescue: 0%; GLP-1R agonist: -5%; D3 antag: 9; Abeta rescue: 3%; TDP-43 yeast inh: -4%; Akt phos inh: i; FUS yeast rescue: u

Compound activity: PubChem, National Center for Advancing Translational Sciences (NCATS)
